Screens from PubChem.
CHRM1 PAM: human M1 muscarinic receptor positive allosteric modulators, primary screen, CHO-K1 cells, Fluo-8 calcium fluorescence, 1536-well; Muscarinic acetylcholine receptor M1 (Homo sapiens), P11229; 360,000 tested, 0.088% active; activation, % at 3 µM; CHO-K1 hM1, ACh EC20; 0% = ACh EC20, 100% = maximal ACh; in the data active = activation above about 19%, passing the limit was not always enough
Target sequence (P11229 whole entry, looked up): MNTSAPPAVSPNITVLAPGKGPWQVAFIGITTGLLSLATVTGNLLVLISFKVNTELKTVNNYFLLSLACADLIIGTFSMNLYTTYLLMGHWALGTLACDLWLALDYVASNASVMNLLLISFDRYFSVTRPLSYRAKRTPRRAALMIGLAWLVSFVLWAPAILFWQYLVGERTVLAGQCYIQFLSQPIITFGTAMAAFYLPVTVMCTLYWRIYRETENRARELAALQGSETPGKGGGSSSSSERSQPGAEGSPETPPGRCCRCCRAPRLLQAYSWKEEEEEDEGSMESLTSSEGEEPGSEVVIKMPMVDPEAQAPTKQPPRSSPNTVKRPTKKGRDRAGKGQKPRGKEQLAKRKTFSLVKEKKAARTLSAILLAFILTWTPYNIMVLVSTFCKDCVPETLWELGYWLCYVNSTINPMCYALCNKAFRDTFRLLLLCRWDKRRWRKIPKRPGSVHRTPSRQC
M4 ag: human M4 muscarinic receptor agonists, primary screen, CHO-K1 cells, Fluo-8 calcium fluorescence. activation, % at 3 µM. 360,000 tested, 0.14% active. AID 624127, 2012. CHO-K1 hM4/Gqi5; vehicle 0%, full acetylcholine response 100%;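 active = activation above the run mean over all test wells plus 3 SD, cut at about 32% in these data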;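 also: peak over basal fluorescence ratio per well then scaled between controls; 0% = DMSO wells and 100% = acetylcholine at EC100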
CHRM5 PAM: human M5 muscarinic receptor positive allosteric modulators, primary screen, CHO-K1 cells, Fluo-8 calcium fluorescence | Muscarinic acetylcholine receptor M5 (Homo sapiens), P08912 | CHO-K1 hM5, ACh EC20 PAM; 0% = ACh EC20, 100% = ACh EC100 | activation, % at 3 µM | 360,000 tested, 0.3% active | AID 624038, 2012;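 active = activation above the run cutoff, the mean activation of all test compounds plus 3 SD, cut at about 18% in these data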
Target sequence (P08912 whole entry, looked up): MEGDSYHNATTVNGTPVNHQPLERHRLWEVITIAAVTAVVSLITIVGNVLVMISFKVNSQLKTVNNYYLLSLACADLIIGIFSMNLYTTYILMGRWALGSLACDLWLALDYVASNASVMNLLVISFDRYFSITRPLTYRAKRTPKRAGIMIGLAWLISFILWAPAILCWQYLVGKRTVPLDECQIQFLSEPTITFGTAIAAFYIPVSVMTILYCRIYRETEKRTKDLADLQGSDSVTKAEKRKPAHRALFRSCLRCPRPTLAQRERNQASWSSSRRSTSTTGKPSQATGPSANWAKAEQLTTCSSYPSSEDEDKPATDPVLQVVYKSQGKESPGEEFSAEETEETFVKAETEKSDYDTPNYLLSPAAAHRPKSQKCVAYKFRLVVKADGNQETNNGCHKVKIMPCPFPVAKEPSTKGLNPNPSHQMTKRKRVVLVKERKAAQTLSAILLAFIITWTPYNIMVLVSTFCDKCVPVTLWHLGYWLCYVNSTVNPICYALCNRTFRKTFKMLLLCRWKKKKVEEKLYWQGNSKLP
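Test system: CHO-K1 hM5 cells / Doses: single-point, 3 µM nominal / Times: Post-acetylcholine fluorescence recording 140 s / Technique: Fluo-8 calcium fluorescence / Measure: Max/basal fluorescence ratio as % of EC20–EC100 ACh window / Benchmarks: low control EC20 acetylcholine (0%), high control EC100 acetylcholine (100%) / Replicates: one well per compound, no replicates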
M5 ag: human M5 muscarinic receptor agonists, primary screen, CHO-K1 cells, Fluo-8 calcium fluorescence | activation, % at 3 µM | AID 624037, 2012 | 360,000 tested, 0.19% active | CHO-K1 hM5 cells; 0% DMSO wells, 100% maximal acetylcholine response;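 active = activation above the run's mean over test compounds plus 3 SD, cut at about 23% in these data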;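 also: signal is peak over basal fluorescence ratio across the kinetic read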
CRFBP-R2 agonist: agonists of CRF-BP/CRF-R2 complex, primary screen, cell-based, HEK293, calcium dye fluorescence, uHTS; AID 588473, 2011; CRF-binding protein / CRF receptor 2 complex (human); calcium dye fluorescence (FLIPR); percent of saturating CRF peptide response; activation, % at 13.2 µM; 350,000 tested, 0.46% active;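 active = activation of at least 50%, plus an integration ratio under a set limit after plate pattern correction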;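 also: plate controls were neutral control wells without compound for no effect and CRF at EC100 for full effect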
CRFBP-R2 block: antagonists of CRF-BP/CRF-R2 complex, primary screen, cell-based, HEK293, calcium dye fluorescence, uHTS | CRF-induced calcium fluorescence | inhibition, % at 11.8 µM | 350,000 tested, 0.59% active | AID 588475, 2011;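 active = inhibition of the ligand-induced calcium signal above about 50% at the single tested concentration, limit read from the data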
M4 PAM: human M4 muscarinic receptor positive allosteric modulators, primary screen, CHO-K1 cells, Fluo-8 calcium fluorescence | CHO-K1 hM4/Gqi5, ACh EC20; 0% = ACh EC20, 100% = maximal ACh | activation, % at 3 µM | 360,000 tested, 0.4% active | AID 624126, 2012;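 active = activation above its plate's cutoff, the mean activation of sample wells plus 3 SD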; also: some results filed as inactive read as strong as hits
M5 antag: human M5 muscarinic receptor antagonists, primary screen, CHO cells, Fluo-8 calcium fluorescence | Muscarinic acetylcholine receptor M5 (Homo sapiens), P08912 | CHO-hM5 cells, ACh EC80 | inhibition, % at 3 µM | 360,000 tested, 0.59% active | AID 624040, 2012;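 active = inhibition above a per-plate cutoff, the mean of that plate's test compounds plus 3 SD, cut at about 27% in these data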;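 also: 0% = acetylcholine EC80 with DMSO and 100% = DMSO without agonist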
CHRM4 antagonist: human M4 muscarinic receptor antagonists, primary screen, CHO cells, Fluo-8 calcium fluorescence | inhibition, % at 3 µM | Muscarinic acetylcholine receptor M4 (Homo sapiens), P08173 | AID 624125, 2012 | 360,000 tested, 0.73% active | CHO-hM4 cells, ACh EC80;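 active = inhibition above its plate's cutoff, the mean inhibition of sample wells plus 3 SD, cut at about 27% in these data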;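 also: 0% = acetylcholine EC80 with DMSO and 100% = DMSO without agonist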
* = called active by the depositor.

no.	CHRM1 PAM	M4 ag	CHRM5 PAM	M5 ag	CRFBP-R2 agonist	CRFBP-R2 block	M4 PAM	M5 antag	CHRM4 antagonist	structure
1	7	2	-1	1	0.3	1	7	2	-11	COc1ccc(NC(=O)C(=O)NCC(c2ccco2)N2CCc3ccccc32)cc1 (stereo not drawn)
2	11	0	-6	-3	-0.8	-15	-1	3	-2	COc1ccc(NC(=S)Nc2ncccc2C)c(OC)c1
3	13	1	1	0	-0.3	-20	-1	4	-13	O=c1[nH]cc(S(=O)(=O)N2CCN(c3ccccc3F)CC2)c(=O)[nH]1
4	0	6	-2	-2	2.0	33	0	-3	-26	CC(C)N1C(=O)/C(=C\c2nc3ccccc3c(=O)n2-c2ccccc2)c2ccccc21
5	2	0	1	1	-3.4	2	4	-5	-9	COc1ccc(C)cc1NC(=O)CSc1nnc2ccc(-c3ccccn3)nn12
6	2	0	0	-9	0.3	52*	2	1	5	Cc1ccccc1-n1c(CSC(=N)N)nc2ccccc2c1=O
7	1	3	1	2	-2.9	14	-1	-4	2	COc1cc(CN2c3ccccc3C(=O)CS2(=O)=O)cc(OC)c1
8	13	0	-2	-1	-1.9	18	-1	4	0	COc1ccc(Nc2nccc3c2nnn3C)cc1
9	5	1	-3	2	-1.4	-3	3	1	-15	CCOC(=O)N1CCC(NC(=O)Cn2c3c(c(-c4ccccc4Cl)cc2=O)CCC3)CC1
10	3	1	-6	-1	-0.1	-8	1	15	5	COc1cc(NC(=S)N2CCc3ccccc3C2)cc(OC)c1
11	15	1	13	6	0.9	12	-6	-11	-3	O=C(N/N=C/c1cccnc1)C(=O)N1CCCCCC1
12	2	0	-9	-2	8.3	-3	6	2	-2	c1ccc(-n2ncc3c(N4CCN(CCOc5cccc6ccccc56)CC4)ncnc32)cc1
13	8	1	0	-1	-1.1	1	1	-11	2	O=C(Nn1cnc2ccccc2c1=O)c1cccc(Cl)c1
14	2	6	-2	-2	1.4	-12	-1	10	2	COc1ccc(N(Cc2cc3ccccc3[nH]c2=O)S(=O)(=O)c2ccc(OC)cc2)cc1
15	0	1	-1	1	0.2	-2	-3	-2	2	NC(=O)N/N=C/c1cn(CC(=O)Nc2ccc(F)cc2)c2ccccc12
16	9	1	4	1	-0.8	1	13	-3	-12	C[C@@H]1CN([C@H](C)CO)C(=O)CCCn2nncc2CO[C@@H]1CN(C)C(=O)C1CC1
17	-6	0	6	-12	1.8	-1	5	5	-10	CC(C)CN1C2CCCC1CC(NC(=O)c1ccc([N+](=O)[O-])cc1)C2 (stereo not drawn)
18	4	0	-2	-4	-0.6	6	-4	11	-2	COc1ccccc1-c1cc(C(=O)N2CCOCC2)no1
19	5	1	4	-5	0.8	-15	-6	2	-4	CCOC(=O)c1sc(C)c(C(=O)NCCCN2CCOCC2)c1N
20	5	1	-1	-1	-0.8	0	0	-2	10	Cc1ccc(-c2nn[nH]n2)cc1Cl
21	-4	0	1	0	1.1	14	-3	4	3	CCC(C)C(=O)Nc1cc([N+](=O)[O-])ccc1Cl (stereo not drawn)
22	4	5	0	-10	-3.0	8	7	2	-3	Clc1ccc(CNc2ccccn2)cc1
23	8	0	4	-1	0.4	0	-3	1	3	Cc1ccc(NC(=O)CN2C(=O)N/C(=C\c3cccn3-c3cccc(C(=O)O)c3)C2=O)cc1
24	-10	9	-19	3	5.0	-28	-12	16	-1	CC(CNC(=S)Nc1cc(F)cc(F)c1)CSc1ccc(Cl)cc1 (stereo not drawn)
25	11	2	2	-1	4.2	23	-2	-1	1	CC(C)NC(=S)N1CCN(S(=O)(=O)c2cccc(C(F)(F)F)c2)CC1
26	8	1	-3	2	-0.6	20	6	0	-2	CCOC(=O)N1CCN(c2c(N3CCN(c4cc(C)ccc4C)CC3)c(=O)c2=O)CC1
27	11	-1	4	3	2.2	-3	1	-5	6	COc1ccc(C(=O)Nc2cccc(C(=O)N3CCCC3)c2)cc1
28	-6	0	-6	-1	-0.9	11	7	7	-2	CCOC(=O)c1c(N)ssc1=S
29	2	10	0	0	-0.4	4	-4	1	-15	Cc1ccc(C(=O)C(C)OC(=O)Cc2n[nH]c(=O)c3ccccc23)cc1C (stereo not drawn)
30	2	0	5	4	1.5	-6	12	7	-10	O=C(Nc1ccccc1N1CCOCC1)c1cc(Cl)c2c(c1)OCO2
31	12	0	8	0	-0.1	-5	-6	-5	0	CCN1C(=O)NC(c2ccccc2)C1=O (stereo not drawn)
32	-1	0	-3	-1	-2.0	15	-7	8	7	CCCN1CNc2c(c(=O)[nH]c(=S)n2-c2ccc(Cl)cc2)C1
33	1	1	-1	2	0.5	2	6	1	-2	O=C(CN1C(=O)C2C3C=CC(C3)C2C1=O)NCc1ccco1 (stereo not drawn)
34	-13	-1	-3	-5	4.2	-84	-17	-4	0	CC1C(c2ccccc2)N(C)C(c2ccccc2)CC1(O)c1ccc(F)cc1 (stereo not drawn)
35	8	20	-13	-1	-1.8	3	2	12	5	CC1(C(=O)NCCc2c[nH]c3ccccc23)C=CC2(CCCCC2)N1C(=O)c1ccccc1 (stereo not drawn)
36	4	1	1	-5	-1.5	1	-8	-1	11	Cc1ccc(NC(=O)Cn2c(=O)n(CCC(=O)NC3CCN(Cc4ccccc4)CC3)c(=O)c3ccccc32)cc1
37	1	5	-3	1	-2.9	-5	0	9	-9	CCOc1ccc(NC(=O)c2ccc3nccnc3c2)cc1
38	10	0	5	0	12	3	-4	-3	8	CCOCCCn1c(=N)c(S(=O)(=O)c2ccc(C)cc2)cc2c(=O)n3cc(C)ccc3nc21
39	4	0	2	0	0.0	17	-3	-1	-9	CC(C)[C@H](Nc1ncnc2c1oc1ccccc12)C(=O)O
40	8	0	3	1	-1.0	10	4	11	1	COC(=O)c1sccc1NC(=O)Cn1nnc(-c2ccccc2C)n1
41	14	0	2	-2	-1.1	10	8	-10	-5	Cc1cc(C2(c3ccc(O)c(C)c3)C(=O)Nc3ccccc32)ccc1O
42	17	0	-5	2	0.0	3	-6	10	3	CC(=O)NC1=NN(C(C)=O)C(c2ccco2)S1 (stereo not drawn)
43	-6	0	1	2	0.1	-12	-1	6	5	CN(C)/C=N/NC(=O)c1ccccc1Cl
44	-9	7	-15	-3	0.1	23	-11	6	2	Cc1ccc(CNC(=O)c2ccc(N3CCc4ccccc43)c([N+](=O)[O-])c2)cc1
45	10	0	5	-1	-3.6	22	6	4	1	COCCn1nnnc1CN1CCSCC1
46	-10	9	-5	5	3.6	-15	0	8	10	CC(C)Cn1c(N)c(C(=O)COC(=O)c2cc(-c3ccco3)nc3ccccc23)c(=O)n(C)c1=O
47	6	1	3	2	0.7	-16	4	-1	-6	O=C(O)C1CCN(S(=O)(=O)c2ccc(Cl)s2)CC1
48	6	1	-3	1	3.0	-17	9	7	2	NC(=O)c1sc2nc3c(c(-c4ccco4)c2c1N)CCC3
49	8	1	-4	0	30	-32	7	-1	-18	COc1ccccc1C1CC(=O)Nc2cc(C)c(C)cc21 (stereo not drawn)
50	5	3	-4	1	-9.4	12	3	12	10	CC(=O)c1ccc(N2CCN(C(=O)c3ccc4c(c3)OCO4)CC2)cc1
51	5	0	-6	-2	0.5	-20	-2	19	3	COc1ccc(Cc2nnc(NC(=O)c3ccccc3F)s2)cc1
52	2	2	2	10	-0.1	-8	-3	-5	4	CC(=O)NC(c1ccc(Cl)cc1Cl)c1ccc2cccnc2c1O (stereo not drawn)
53	3	1	-4	6	0.7	-8	-1	5	9	O=C(COC(=O)COc1ccccc1)Nc1cccnc1Cl
54	12	0	0	2	-1.6	10	2	3	-6	COc1cc(/C=C/C(=O)N2CC(C)OC(C)C2)cc(OC)c1OC (stereo not drawn)
55	9	0	0	0	-1.5	2	-4	2	-4	CNC(=O)c1c(C)nn(-c2ccc(F)c(Cl)c2)c1-c1cc(C)on1
56	14	2	2	-2	-1.4	-13	9	9	0	N#CCc1ccnc2ccccc12
57	9	1	2	0	14	-27	-4	3	-4	NC(N)=Nc1nc2cc([N+](=O)[O-])ccc2o1

Filtered by structure, the compounds so far containing an aryl methoxy group (twelve)
no.	CHRM1 PAM	M4 ag	CHRM5 PAM	M5 ag	CRFBP-R2 agonist	CRFBP-R2 block	M4 PAM	M5 antag	CHRM4 antagonist	structure
1	7	2	-1	1	0.3	1	7	2	-11	COc1ccc(NC(=O)C(=O)NCC(c2ccco2)N2CCc3ccccc32)cc1 (stereo not drawn)
2	11	0	-6	-3	-0.8	-15	-1	3	-2	COc1ccc(NC(=S)Nc2ncccc2C)c(OC)c1
5	2	0	1	1	-3.4	2	4	-5	-9	COc1ccc(C)cc1NC(=O)CSc1nnc2ccc(-c3ccccn3)nn12
7	1	3	1	2	-2.9	14	-1	-4	2	COc1cc(CN2c3ccccc3C(=O)CS2(=O)=O)cc(OC)c1
8	13	0	-2	-1	-1.9	18	-1	4	0	COc1ccc(Nc2nccc3c2nnn3C)cc1
10	3	1	-6	-1	-0.1	-8	1	15	5	COc1cc(NC(=S)N2CCc3ccccc3C2)cc(OC)c1
14	2	6	-2	-2	1.4	-12	-1	10	2	COc1ccc(N(Cc2cc3ccccc3[nH]c2=O)S(=O)(=O)c2ccc(OC)cc2)cc1
18	4	0	-2	-4	-0.6	6	-4	11	-2	COc1ccccc1-c1cc(C(=O)N2CCOCC2)no1
27	11	-1	4	3	2.2	-3	1	-5	6	COc1ccc(C(=O)Nc2cccc(C(=O)N3CCCC3)c2)cc1
49	8	1	-4	0	30	-32	7	-1	-18	COc1ccccc1C1CC(=O)Nc2cc(C)c(C)cc21 (stereo not drawn)
51	5	0	-6	-2	0.5	-20	-2	19	3	COc1ccc(Cc2nnc(NC(=O)c3ccccc3F)s2)cc1
54	12	0	0	2	-1.6	10	2	3	-6	COc1cc(/C=C/C(=O)N2CC(C)OC(C)C2)cc(OC)c1OC (stereo not drawn)
